High-throughput results as filed in PubChem.
HEK293 cAMP ctrl: raises cAMP in parental HEK293 cells, TSHR agonist counter-screen; parental HEK293 CNG cAMP sensor, membrane potential fluorescence; Potency, µM (series often up to 57.1 µM), for the others: at the top dose activation, most hits filed as activators; 2.5% of 73,000 active; further: potency means the concentration at half of the fitted maximal effect; % of control where 0% means no effect; nearly all actives have a fitted effect of over 55% in size
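Parental HEK 293 cells stably expressing a modified CNG channel (no TSHR) report cAMP rise as membrane depolarization. Membrane potential dye with 100 uM RO 20-1724 was loaded for 60 min at room temperature, then compound added for 30 min; fluorescence read at 590 nm.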
Casp7 inh: blocks human caspase-7 allosterically or competitively; P55210; recombinant caspase-7, Ac-DEVD-AFC fluorescence rate; Potency, µM (highest dose often 57.5 µM), for the others: top-dose activity change, negative = inhibition, hits mostly inhibitors; 0.02% of 75,000 active; AID 889; active means well fitted inhibition curve with a large enough effect in the main read-out, with a control signal flat, not every such curve was filed as active; inconclusive means small, poorly fitted or top-dose-only effect, or a change in a side signal; further: potency means the concentration at half of the fitted maximal effect; % of control where 0% means no effect
A350 autofl: A350 region autofluorescence; Compound autofluorescence, 340/450 nm, Alexa 350 dye-equivalents; hits give high values; max dye-equivalent concentration, M; 11% of 59,000 active; AID 590; in the data active means max dye-equivalent concentration above about 10 nM; inconclusive means mostly about 1.1 nM to 9.6 nM
BRCT inh green: inhibitors of human BRCA1 BRCT-phosphoprotein interaction (green fluorophore); AID 875; P38398; Potency, µM (highest dose often 76.9 µM), inactives show top-dose activity change, negative = inhibition, hits mostly inhibitors; BRCA1 BRCT-phosphopeptide binding, green fluorescence polarization; 0.05% of 75,000 active;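 further: potency means the concentration at half of the fitted maximal effect; plate controls were peptide without protein for full effect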
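Compounds were incubated for 12 min at room temperature with a complex of 100 nM fluorescein-tagged pBACH1 decapeptide and 250 nM His-tagged BRCT protein. Buffer was phosphate pH 7.3 with EDTA, DTT and Tween 20. Disruption of binding lowers the polarization signal.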
Caspase-1 inhib: blocks human caspase-1 allosterically or competitively; P29466; Caspase-1 enzyme, Ac-WEHD-AFC fluorogenic rate; Potency, µM (doses to about 57.5 µM), without a hit: top-dose activity change, negative = inhibition, actives largely listed as inhibitors; 0.03% of 75,000 active; AID 900;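 further: potency means the concentration at half of the fitted maximal effect; plate controls were vehicle for no effect and no substrate for full effect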
BRCT PPI red: inhibitors of human BRCA1 BRCT-phosphoprotein interaction (red fluorophore) | P38398 | BRCT-phosphopeptide binding, red fluorescence polarization | Potency, µM (doses to about 76.9 µM), for the others: at the highest dose activity change, negative = inhibition, actives largely listed as inhibitors | 0.03% of 75,000 active; further: on the % scale 0 is the no-effect control and ±100 the full control effect
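Rhodamine-labelled pBACH1 10-mer (100 nM) bound to BRCT domain (100 nM) at pH 7.3; compounds incubated 12 min room temperature, polarization read. Free peptide defines full inhibition; unlabelled decapeptide titrated as control.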
USP2a inh: inhibitors of human ubiquitin-specific protease USP2a; Potency, µM (titrated, usually from 38.3 µM), for inactives: at the highest dose activity change, negative = inhibition, hits mostly inhibitors; AID 927; USP2a enzymatic assay, qHTS inhibition; 0.1% of 60,000 active;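 further: potency means the concentration at half of the fitted maximal effect; nearly all actives have a fitted effect of over 60% in size; plate controls were DMSO for no effect and NEM full inhibition control for full effect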
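USP2 core (20 nM final) was preincubated with compound for 30 min at RT in 20 mM Tris-HCl pH 8.0, 2 mM CaCl2, 2 mM beta-mercaptoethanol; Ub-PLA2 (20 nM) plus NBD C6-HPC (20 uM) then added, fluorescence read after 2.5 h.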
ERK AVP block: blocks ERK signaling stimulated by vasopressin; HEK293-V1b, vasopressin-stimulated pERK AlphaScreen; Potency, µM (highest dose often 57.5 µM), without a hit: top-dose activity, negative = inhibition, usual class: inhibitors; 0.99% of 72,000 active; AID 995; further: potency means the concentration at half of the fitted maximal effect; on the % scale 0 is the no-effect control and ±100 the full control effect; nearly all actives have a fitted effect of over 55% in size
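HEK293 cells stably expressing V1b receptor, preincubated 30 min at 37 °C with compound, then stimulated 5 min with 25 nM vasopressin. Phospho-ERK by AlphaScreen SureFire after 5 h RT; normalized to DMSO and vasopressin; AC50 by Hill fit.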
Tau fil binding: binders of human tau filaments; P10636; recombinant tau filaments, thioflavin S fluorescence, 15 h; filaments grown with octadecylsulfate alongside compound; Potency, µM (series often up to 57.1 µM), for the others: at the highest dose activity change, negative = inhibition; 2% of 71,000 active;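 further: potency means the concentration at half of the fitted maximal effect; on the % scale 0 is the no-effect control and ±100 the full control effect; actives lower thioflavin S fluorescence by blocking filaments or displacing dye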
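ThS-based fibril read: tau 1 uM final, inducer ODS 30 uM final, 37 C for 15 h, ex 450/em 510 nm.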
CRE Fsk mod: CRE-bla signaling modulation under forskolin stimulation; CHO CRE-bla reporter (cAMP response element driving beta-lactamase), forskolin EC10, beta-lactamase ratio; Potency, µM (highest dose often 38.2 µM), without a hit: top-dose activity change, negative = inhibition, most hits filed as activators; 2.5% of 71,000 active; AID 662; active means well fitted activation curve with a large enough effect in the signal ratio, with a control signal flat, not every such curve was filed as active; inconclusive means small, poorly fitted or top-dose-only effect, or effect the other way, or a change in a side signal; the % refers to the signal ratio; further: potency means the concentration at half of the fitted maximal effect; % of control where 0% means no effect
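CRE-bla CHO reporter cells treated with compound titration plus EC10 NKH 477 (water-soluble forskolin), incubated 3 h at 37 °C; CCF4 loading 2 h at room temperature, 460/530 nm emission ratio read, AC50 values derived for positive or negative modulators.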
Luciferase inh: firefly luciferase inhibition; purified firefly luciferase, luminescence, 8 min; Potency, µM (highest dose often 57.1 µM), inactives show at the top dose activity change, negative = inhibition, actives largely listed as inhibitors; 2.2% of 72,000 active; AID 411; further: potency means the concentration at half of the fitted maximal effect; on the % scale 0 is the no-effect control and ±100 the full control effect; nearly all actives have a fitted effect of over 40% in size
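Luminescence read-out after 8 min at room temperature; enzyme reaction used luciferin plus 10 uM ATP (linear range) in imidazole buffer pH 7.2 with KCl, MgCl2, Tween 20 and BSA. Each sample was run as a titration.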
Starred values were filed as active, the others as inactive; i = inactive; ? = inconclusive; / = not tested or not shown; & = joins results of further samples; ! = not active in a repeat; [ ] = remark or other dose. Unless noted, the call rests on the fitted dose curve; in most records, active means well fitted curve in the direction sought with a large enough effect; inconclusive means small, poorly fitted or top-dose-only effect, or another doubt; inactive means no such curve, though single readings can be large; an effect the other way counts as inactive or inconclusive. An unsorted share of the library, and some 16% of all compounds hit somewhere here.

compound	HEK293 cAMP ctrl	Casp7 inh	A350 autofl	BRCT inh green	Caspase-1 inhib	BRCT PPI red	USP2a inh	ERK AVP block	Tau fil binding	CRE Fsk mod	Luciferase inh
O=S(=O)(NCc1ccccc1)c1cnc[nH]1	0%	-1%	i	-1.7%	1%	-2.9%	-8%	4%	2%	?	2%
COCCOC(=O)C1=C(C)NC(=O)NC1c1cn(-c2ccccc2)nc1-c1cccs1 (stereo unspecified)	1%	5%	?	4.2%	-1%	-0.2%	26%	-17%	1%	?	-1%
Cc1cccc(N2CCN(C(=O)Cn3cccc3)CC2)c1C	8%	-10%	/	3.3%	-6%	-1.6%	/	-29%	-10%	-7%	0%
CCOC(=O)C1CCN(C=Nc2cc(C)on2)CC1	7%	-1%	i	0.1%	-3%	2.0%	-1%	-9%	-2%	-4%	1%
O=C(CSc1nnc(-c2cccs2)n1-c1ccccc1)Nc1ccccc1	?	3%	i	-0.7%	1%	-2.8%	-4%	-7%	31%	?	2%
Cc1cccc(OCc2nnc(SCC(=O)N3CCCC3)n2C)c1	3%	0%	i	-5.1%	0%	-0.2%	7%	-15%	-1%	-1%	4%
COc1ccc(-c2nnc(-c3ccc(Br)o3)o2)cc1OC	15%	-3%	?	0.6%	-2%	-2.0%	10%	?	17%	?	-15%
O=C(C1CCC1)N1CCc2cc(S(=O)(=O)N3CCc4ccccc4C3)ccc21	18%	1%	i	-0.6%	-2%	-0.7%	7%	-5%	-1%	?	4%
NC(=O)CNCCC(c1ccccc1)c1ccccc1	?	-1%&1%	i	1.3%&-3.0%	0%&4%	0.3%&-1.4%	5%	8%&-12%	-6%	-6%	-1%
COc1ccc(N2CCN(C(c3cccs3)C(C)NC(=O)c3ccco3)CC2)cc1 (stereo unspecified)	-6%	0%	i	-0.5%	-2%	-0.9%	10%	?	-27%	?	3%
CCN1CCN(c2ncc(C(=O)N3CCCc4ccccc43)c3ccccc23)CC1	21%	5%	i	-1.8%	-4%	-0.1%	13%	11%	17%	-9%	1%
O=C(NCCN1CCOCC1)c1cc(-c2ccc(Cl)cc2)on1	6%	-1%	i	-1.2%	1%	-3.5%	-4%	3%	6%	?	-2%
N[C@H](C(=O)O)[C@@H]1C[C@@H]1C(=O)O	-1%&-5%	1%&2%	/	-1.2%&-1.4%	3%&-1%	1.5%&-0.4%	-5%	8%&-8%	?	?	1%&0%
CCN(CC)CCN1C(=O)C(=O)/C(=C(/O)c2cnn(-c3ccccc3)c2C)C1c1cccnc1 (stereo unspecified)	0%	0%	?	-2.5%	1%	-1.2%	-1%	-10%	8%	3%	3%
CCOc1cc(CNn2cnnc2)ccc1OCC(=O)NC1CCCCC1	7%	-1%	i	-1.2%	3%	-1.1%	-13%	-15%	-1%	-7%	3%
O=C1C=CC(=Nc2cccc3c(N=C4C=CC(=O)O4)cccc23)O1	3%[11.4 µM]	-2%[11.5 µM]	i	0.9%[15.4 µM]	3%[11.5 µM]	-0.8%[15.4 µM]	/	19%[11.5 µM]	-2%[11.4 µM]	-7%[7.6 µM]	-19%[11.4 µM]
Cc1ccc(-c2nc3ncccn3c2NC(=O)C2CC2)cc1	10%	-20%	5e-07M*	-2.4%	-18%	-0.6%	9%	-8%	-7%	1%	0%
CCC(C)C(NC(=O)c1ccccc1NC(=O)c1ccco1)C(=O)O (stereo unspecified)	2%	0%	i	0.2%	0%	-1.1%	1%	-11%	-7%	-1%	1%
COc1ccc(N2CCN(S(=O)(=O)c3ccc(Br)s3)CC2)cc1	-7%	-2%	?	-0.1%	-4%	0.2%	4%	-11%	37%	?	1%
CN1C(=O)CSc2ccc(NC(=O)NCCC3=CCCCC3)cc21	?	-3%	i	22%	-3%	2.0%	45%[activator]	3%	4%	12%	-5%
COC(=O)Cc1n[nH]c(=S)[nH]c1=O	5%	-1%	i	-3.8%	-3%	-1.3%	-1%	-3%	0%	-5%	0%
COc1ccccc1C(=O)N1CCN(S(=O)(=O)Cc2ccccc2)CC1	1%	2%	/	-4.0%	-1%	-0.2%	4%	-30%	0%	-3%	0%
CCCCC(CC)Cn1c2nc3ccccc3nc2c2c(=N)oc(C)nc21 (stereo unspecified)	?	-9%	8e-08M*	1.7%	-8%	0.0%	7%	24%	2.5µM*	-1%	7%
Clc1ccccc1C(c1ccccc1)(c1ccccc1)n1ccnc1	21%[25.6 µM]	-5%	?	-1.1%[3.08 µM]	-2%	-1.0%	?	25µM*!	15%[25.6 µM]	21%[17.1 µM]	5%[25.5 µM]
O=C(O)CCc1ccc(-c2ccc(Br)cc2)o1	4µM*	0%	i	-0.7%	-6%	0.6%	-2%	-8%	-2%	?	-13%

Brought forward from above: 4 compounds, then new ones.
Under each structure: HEK293 cAMP ctrl	Casp7 inh	A350 autofl	BRCT inh green	Caspase-1 inhib	BRCT PPI red	USP2a inh	ERK AVP block	Tau fil binding	CRE Fsk mod	Luciferase inh
> COc1ccccc1C(=O)N1CCN(S(=O)(=O)Cc2ccccc2)CC1
 : 1%	2%	/	-4.0%	-1%	-0.2%	4%	-30%	0%	-3%	0%
> CCCCC(CC)Cn1c2nc3ccccc3nc2c2c(=N)oc(C)nc21 (stereo unspecified)
 : ?	-9%	8e-08M*	1.7%	-8%	0.0%	7%	24%	2.5µM*	-1%	7%
> Clc1ccccc1C(c1ccccc1)(c1ccccc1)n1ccnc1
 : 21%[25.6 µM]	-5%	?	-1.1%[3.08 µM]	-2%	-1.0%	?	25µM*!	15%[25.6 µM]	21%[17.1 µM]	5%[25.5 µM]
> O=C(O)CCc1ccc(-c2ccc(Br)cc2)o1
 : 4µM*	0%	i	-0.7%	-6%	0.6%	-2%	-8%	-2%	?	-13%
> CN(Cc1ccccc1)C(=O)Nc1ccccc1
 : 0%	2%	i	-0.9%	-2%	0.4%	6%	-17%	2%	0%	1%
> Cc1ccccc1OC(C)C(=O)NC1CCCC1 (stereo unspecified)
 : 8%	2%	i	-1.7%	0%	-0.8%	9%	-10%	-13%	?	1%
> CC1Cc2ccccc2N1C(=O)CCS(=O)(=O)c1cccc2nonc12 (stereo unspecified)
 : -6%	-2%	i	-2.0%	-1%	-0.2%	1%	-4%	-8%	?	2%
> COc1ccccc1CN(Cc1nc2ccccc2c(=O)[nH]1)C(=O)Nc1ccccc1
 : 28%	-2%	i	6.8%	-4%	-0.9%	25%	?	4%	5%	-3%
> CCOc1ccc(NC2CCN(C(C)=O)CC2)cc1
 : -2%	-2%	/	0.0%	1%	0.8%	/	-11%	-27%	0%	-1%
> COC(=O)c1c(C(=O)OC)c2oc3ccccc3n2c1Cl
 : 23%	0%	i	0.8%	1%	-4.4%	11%	4%	17%	13µM*	7%
> Clc1ccc(-c2nnc(N3CCCC3)nn2)cc1
 : -29%	0%	?	-2.5%	-2%	-0.3%	-1%	-16%	13µM*	4%	-3%
> CCOC(=O)N1CCN(S(=O)(=O)c2cccc3nsnc23)CC1
 : 14%	0%	i	-0.6%	-1%	-2.4%	2%	-11%	0%	-4%	3%
> Cn1c(C(O)c2ccc3c(c2)OCO3)nc2ccccc21 (stereo unspecified)
 : 2%	-1%	i	0.5%	1%	-0.2%	5%	?	2%	?	-2%
> O=C(Cn1c2c(c(-c3ccccc3)cc1=O)CCCC2)N1CCCCCC1
 : ?	-11%	/	0.9%	-7%	-0.8%	/	?	218%	?	3%
> Clc1ccc(C2=Nn3c(nnc3-c3n[nH]c4c3CCC4)SC2)cc1
 : 25µM*	-2%	3e-08M*	1.9%	-4%	-2.0%	45%[activator]	-7%	-3%	2.5µM*	2%
> O=C(Nc1ccc(O)cc1C(=O)O)c1cccc(Br)c1
 : 0%	-1%	i	0.0%	-3%	-2.6%	-15%	2%	11%	?	-6%
